Rab2A wt mod: changes GTP binding to wildtype dog Rab2A, up or down; P61105; GST-Rab2 wt beads, Bodipy-GTP binding, flow cytometry; GTP binding activity, % at 10 µM; 190,000 compounds, 0.19% hits;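 active means GTP binding activity at least 20 points away from 100%, either lowered or raised; inconclusive means signal likely due to the compound's own green fluorescence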;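 further: 0% = beads with excess unlabeled GTP and 100% = no-compound control corrected for plate trend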
HRas wt GTP bind: human HRas wildtype GTP binding, change in either direction. P01112. GST-Ras wt beads, Bodipy-FL-GTP binding, flow cytometry; actives lie on both sides. GTP binding activity, % at 10 µM. 190,000 compounds, 0.14% hits;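 active means GTP binding activity at least 20% away from the 100% baseline, either lowered as inhibitor or raised as activator; inconclusive means flagged as likely green fluorescent, judged across all proteins in the well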;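 further: 0% = unlabeled GTP competition control and 100% = no-compound control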
Target sequence (P01112 whole entry, looked up): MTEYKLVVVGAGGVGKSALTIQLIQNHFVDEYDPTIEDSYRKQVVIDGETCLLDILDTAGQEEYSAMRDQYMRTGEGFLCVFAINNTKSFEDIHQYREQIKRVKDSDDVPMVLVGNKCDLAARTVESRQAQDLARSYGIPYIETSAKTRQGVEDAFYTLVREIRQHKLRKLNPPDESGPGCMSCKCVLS
Rab7 wt GTP bind: dog Rab7 wildtype GTP binding, inhibitors and activators; GST-Rab7 beads, fluorescent GTP binding, flow cytometry; actives lie on both sides; untreated = 100%, excess cold GTP = 0%; GTP binding activity (percent of control), % at 10 µM; 190,000 compounds, 0.055% hits; AID 758;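 active means fluorescent GTP binding to Rab7 beads changed by at least 20 points from the 100% baseline, either direction, mostly lower; inconclusive means compound itself probably fluorescent, or too few beads counted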;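 further: median green fluorescence of bound Bodipy-FL-GTP per Rab7 bead population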
Avidin fluor: compound fluoresces at 488/530 nm on avidin beads | compound fluorescence 488/530 nm, flow cytometry; stronger effect = higher value | fluorescence (KMESF) at 10 µM | 220,000 compounds, 0.38% hits; in the data active means fluorescence above about 47; further: inactives centre near 10
Mcl1 Noxa PPI: Mcl-1/Noxa interaction inhibition; TR-FRET Mcl-1/Noxa peptide binding, 2 h; inhibition, % at 21.7 µM; AID 1022; 220,000 compounds, 1.5% hits;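 active means compounds that cut the protein-peptide binding signal by more than 50% relative to plate controls in a single-dose test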;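 further: His-tagged Mcl-1 with rhodamine Noxa BH3 peptide and terbium anti-His antibody; 0% = Mcl-1 plus Noxa peptide wells and 100% = peptide-only wells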
Target sequence (Q07820 whole entry, looked up): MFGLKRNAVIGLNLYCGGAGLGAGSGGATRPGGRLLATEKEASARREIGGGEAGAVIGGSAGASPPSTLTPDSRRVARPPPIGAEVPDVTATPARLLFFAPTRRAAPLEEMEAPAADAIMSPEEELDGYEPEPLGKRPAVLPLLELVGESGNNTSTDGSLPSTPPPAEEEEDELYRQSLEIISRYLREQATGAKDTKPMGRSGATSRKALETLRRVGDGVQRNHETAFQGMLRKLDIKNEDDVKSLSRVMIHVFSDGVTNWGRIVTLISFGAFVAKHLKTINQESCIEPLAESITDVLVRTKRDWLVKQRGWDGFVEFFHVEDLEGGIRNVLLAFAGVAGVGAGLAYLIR
Rac1 wt GTP bind: alters GTP binding to wildtype human Rac1. GST-Rac1 beads, fluorescent GTP binding, flow cytometry; actives lie on both sides; 0 = cold GTP competed, 100 = untreated. P63000. GTP binding activity (% of control), % at 10 µM. 190,000 compounds, 0.27% hits;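 active means GTP binding activity at least 20 points away from the 100% control level, either lower or higher; inconclusive means compound flagged as likely green fluorescent, judged across all proteins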
Cdc42 wt: modulators (inhibitors or activators) of GTP binding to human Cdc42 wildtype; GST-Cdc42 beads, Bodipy-GTP binding, flow cytometry; actives lie on both sides; P60953; percent activity (GTP binding), % at 10 µM; 190,000 compounds, 0.2% hits; AID 761;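 active means percent activity GTP binding at least 20 points away from the 100% baseline, either down as inhibitor or up as activator; inconclusive means compound flagged as likely green fluorescent from well-wide comparison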;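 further: median bead fluorescence of bound Bodipy-FL-GTP at 100 nM; 0% = excess unlabeled GTP control and 100% = no compound control; below 100% means less GTP binding so inhibitor and above means activator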
Target sequence (P60953 whole entry, looked up): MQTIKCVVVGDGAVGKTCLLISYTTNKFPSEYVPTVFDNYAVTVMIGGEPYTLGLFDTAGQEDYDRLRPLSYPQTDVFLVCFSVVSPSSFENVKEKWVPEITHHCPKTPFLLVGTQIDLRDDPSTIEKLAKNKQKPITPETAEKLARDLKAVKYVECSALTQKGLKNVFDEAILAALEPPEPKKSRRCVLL
Mcl1 Bid PPI: disrupts binding of human Mcl-1 to Bid peptide; Q07820; TR-FRET Mcl-1/Bid-Dy647 peptide binding, 1536-well; inhibition, % at 21.7 µM; 220,000 compounds, 0.97% hits; AID 1021;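 active means compounds that cut the binding signal by more than half at the single screening dose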;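 further: His-tagged Mcl-1 with europium anti-His antibody binding Bid BH3 peptide; 0% = Mcl-1 plus peptide wells and 100% = peptide-only wells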
Bim-Mcl-1: inhibitors of Bim-Mcl-1 interaction, human | Q07820 | Bead-based flow cytometry, Bim peptide-Mcl-1 binding | inhibition, % at 10 µM | 190,000 compounds, 0.1% hits | AID 1009; in the data active means inhibition above about 40%;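 further: 0% = no compound tracer wells and 100% = peptide blocker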
Rac1 mut GTP: alters GTP binding to activated mutant human Rac1; P63000; GST-Rac1 activated beads, fluorescent GTP binding, flow cytometry; actives lie on both sides; 100% means binding = to untreated wells; percent activity (GTP binding), % at 10 µM; 190,000 compounds, 0.11% hits;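 active means GTP binding at least 20 percentage points away from the 100% baseline, in either direction, so actives lie on both sides; inconclusive means Compound likely fluorescent itself, or too few beads counted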
Pf gametocyte: kills late stage P. falciparum gametocytes | 150,000 compounds, 0.065% hits | AID 743093 | inhibition, % at 10.9 µM | P. falciparum stage V gametocytes, ATP luminescence, 24 h;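 active means inhibition above the mean plus 3 SD of compounds within the control limits, set per campaign, cut at about 38% in these data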;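 further: 0% = DMSO wells and 100% = medium only without gametocytes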
The depositor's hits bear a star; ? = inconclusive; nt = no result given. Hits appear at their usual frequency. Share with any hit: about 2.7%.

SMILES	Rab2A wt mod	HRas wt GTP bind	Rab7 wt GTP bind	Avidin fluor	Mcl1 Noxa PPI	Rac1 wt GTP bind	Cdc42 wt	Mcl1 Bid PPI	Bim-Mcl-1	Rac1 mut GTP	Pf gametocyte
CC(=O)Nc1ccc(-c2csc(NCc3ccccc3)n2)cc1	98	99	104	12	10	101	96	-54	-3	95	-12
CN(Cc1cn(-c2ccccc2)nc1-c1ccc(F)cc1)C(=O)CCC(=O)O	95	99	97	11	-14	100	99	-37	-1	97	-21
CCOc1ccccc1NC(=O)c1c(Br)cnn1C	97	97	97	5	1	104	100	9	-3	100	nt
O=C(Nc1ccc(-c2cn3ccsc3n2)cc1)C1CCCC1	101	102	106	13	29	105	101	-68	2	101	2
Cc1cc(C)n(C(=O)CN2C(=O)COc3ccccc32)n1	99	101	97	14	-16	103	103	3	-2	102	15
Cc1ccc(/C=N/NC(=O)c2ccc(Br)o2)s1	97	97	98	3	-9	102	99	-15	-2	99	11
CN(C)CCCN1C(=O)c2oc3ccc(Cl)cc3c(=O)c2C1c1cccnc1 (configuration not stated)	98	100	97	8	25	99	100	-8	-1	98	nt
O=C(Nn1c(-c2ccccc2)nc2ccccc2c1=O)c1cccs1	97	96	96	1	19	100	100	-1	-5	97	nt
O=C(N/C=C/n1cnc2cc(C(F)(F)F)ccc21)c1ccccc1F	100	98	106	5	3	100	96	-2	0	95	-10
Cc1c(CCOC(=O)C23CC4CC(CC(C4)C2)C3)sc[n+]1CC#N	103	98	105	5	-1	96	96	-23	0	99	-6
CN(CC(=O)Nc1ccc(OC(F)(F)F)cc1)C1CCCCC1	96	101	101	11	26	100	96	13	0	96	-10
Cc1sc2nc(CN3CCCC3)nc(NCc3ccncc3)c2c1C	94	94	93	18	42	96	93	3	-5	96	-3
Cc1ccc(S(=O)(=O)N2CCN(C3CCC(c4ccccc4)CC3)CC2)cc1 (configuration not stated)	102	101	101	9	10	106	102	-16	-2	101	nt
CC(=O)c1ccc(NC(=O)Nc2cccc(Cl)c2)cc1	96	97	99	6	13	96	94	9	-1	96	-9
O=c1cc(Nc2ccc3c(c2)OCCO3)[nH]c(=O)n1-c1ccc(Br)cc1	103	106	103	4	-8	111	106	-23	nt	100	nt
COc1cc(C(C#N)N2N=C(c3ccccc3)CC2c2ccccc2)ccc1O (configuration not stated)	107	105	98	16	8	107	108	-19	-1	103	-2
COC(=O)C1C(O)=C(C=Nc2ccccc2)C(=O)CC1(C)C (configuration not stated)	96	96	99	3	-5	96	99	-32	2	98	6
CN(C)CCNC(=S)Nc1ccc(F)c(F)c1F	97	93	92	11	-2	92	95	-35	0	93	nt
Cc1nnc(SCC(=O)N2c3ccccc3CC2C)s1 (configuration not stated)	98	98	97	11	-6	98	100	-4	-4	98	nt
CCCn1c(C)cc(C(=O)COC(=O)CN=C2NS(=O)(=O)c3ccccc32)c1C	100	100	101	13	7	102	103	-60	-1	100	-2
O=C(/C=C/c1ccco1)NC(=S)Nc1ccccn1	102	104	101	7	26	111	103	-34	-1	100	-2
Cc1ccc(NC(=O)NNc2cccc(Cl)n2)cc1	97	101	101	5	-7	100	99	-39	-4	97	nt
COc1nccnc1NS(=O)(=O)c1ccc(N/C=C2\CCCCC2=O)cc1	94	91	92	14	22	95	88	-26	2	91	nt
CNC(=S)N1CCC(NC(=O)C23CC4CC(CC(C4)C2)C3)CC1	96	98	101	13	14	97	94	-29	2	94	nt
COCCn1c(SCC(=O)Nc2cc(C(C)(C)C)nn2-c2ccccc2)nc2ccccc2c1=O	102	102	104	13	6	103	102	-13	-2	103	14
Cc1ccc(/C=N/Nc2nc(N3CCCCC3)nc(N3CCCCC3)n2)o1	95	94	93	23	23	103	100	-33	3	98	nt
CC1=C(C(=O)OCc2ccccc2)C(c2ccc(N(C)C)cc2)NC(=O)N1 (configuration not stated)	98	98	100	6	46	101	98	-42	-17	95	nt
Cc1ccc(S(=O)(=O)N(C)C)cc1NC(=O)C(C)Sc1ccccc1 (configuration not stated)	98	97	97	22	7	100	96	-2	-1	97	-11
C[N+]1(CC(=O)OCCCc2ccccc2)CCCC1	97	94	99	9	31	95	93	-17	24	96	23
CN(C)/C=N/c1c(C#N)cnn1-c1ccc(C(F)(F)F)cn1	106	105	99	9	-14	109	107	-41	-5	106	-19
C=CCn1c(=NC(=O)c2sc3ccccc3c2Cl)sc2cc(S(N)(=O)=O)ccc21	98	99	95	3	-16	101	96	32	-5	101	nt
CCN1C/C(=C/c2cccc([N+](=O)[O-])c2)C(=O)/C(=C/c2cccc([N+](=O)[O-])c2)C1	97	98	98	4	7	103	97	-82	0	95	nt
CC(C)NC(=O)NC1C2CC3CC(C2)CC1C3 (configuration not stated)	104	103	104	10	7	105	101	-4	0	101	7
CCOC(=O)c1cc2c(c(CSc3nc4ccccc4c(=O)n3Cc3ccco3)c1)OCOC2	101	104	98	11	-91	107	108	-241	-7	99	nt
CCOc1cc([N+](=O)[O-])cc(/C=C2/NC(=O)N(Cc3ccccc3F)C2=O)c1O	94	93	105	3	13	95	94	-27	-1	90	-6
CCc1ccc(S(=O)(=O)NCCc2csc(-c3ccccc3)n2)s1	103	101	97	14	-9	100	101	0	-3	100	nt
Cc1ccc(C(=O)CCC(=O)Nc2cccc(C(F)(F)F)c2)cc1	99	100	103	12	-5	105	102	-25	-8	98	nt
O=C(NC(=S)Nc1ccc(F)cc1)c1ccc2c(c1)OCCO2	96	96	102	8	14	94	91	-28	-3	92	nt
COC(=O)CCc1nc2cc(Cl)ccc2n(Cc2ccccc2)c1=O	100	97	104	13	-21	100	100	-25	4	98	-1
CC(=O)Nc1ncc(Cc2cccc(Cl)c2)s1	95	96	101	12	5	97	98	-21	-2	95	-3
COc1ccccc1C(=O)Nc1cccc(-c2cn3ccsc3n2)c1	100	100	103	15	-3	99	98	-33	-4	100	-7
O=C(/C=C/c1ccccc1)Nc1nnc(-c2ccco2)o1	89	90	103	10	-2	87	86	4	-3	90	-12
COc1ccccc1OCc1nnc(SCCN2CCOCC2)o1	103	102	101	9	15	104	103	39	-2	100	-2
CCOC(=O)c1cnn(CCOC(=O)c2ccc(OC)cc2)c1NC(=O)c1ccc(OC)cc1	102	101	102	4	21	106	103	2	-3	99	nt
O=C(CSc1nnc(COc2ccccc2Cl)o1)NC(=O)NC1CCCC1	98	99	98	16	8	96	95	-14	0	95	-16
CN(Cc1ccccc1)C(=O)CSc1nnc(-c2ccco2)n1-c1ccccc1	95	97	92	7	12	99	99	-10	0	97	nt
Cc1cccc2sc(NNC(=O)C3=COCCO3)nc12	99	98	110	9	-1	99	96	-34	0	95	nt
O=C(CSc1ccc(-c2ccccn2)nn1)N1CCc2ccccc21	95	96	101	8	-10	93	90	-29	-1	93	8
CC(C)[N+](C)(C)CC(O)CN(c1ccccc1)c1ccccc1 (configuration not stated)	97	95	97	11	25	97	96	-1	-1	94	5
N#Cc1cc2sc3nc4ccccc4n3c2cc1C#N	101	101	98	8	9	102	102	-4	0	100	nt
Nc1nonc1NC(=O)CSc1ncccc1C(=O)O	?	?	?	16	10	?	?	-9	-2	?	1
CCOc1ccccc1CNC(=O)c1c([N+](=O)[O-])c(C)nn1C	96	98	100	2	15	96	97	-18	-2	101	-17
COc1ccc(N2CCN(C(=S)Nc3ccc(C)cc3)CC2)cc1	88	92	96	9	16	93	92	-30	1	89	-21
CC(C)Oc1cccc(C(=O)Nc2ccc(N3CCN(S(C)(=O)=O)CC3)cc2)c1	106	105	101	14	27	105	108	-3	0	103	27
O=C(OC(C(=O)NCc1cccs1)c1ccc(F)cc1)c1ccco1 (configuration not stated)	101	99	102	6	-4	102	102	-13	-8	101	9
Cc1nnc(SCC(=O)Nc2ccc3c(c2)OCCO3)s1	102	103	98	nt	-9	104	101	5	0	99	nt
Cc1ccc2cc(CCNC(=O)c3ccco3)c(=O)[nH]c2c1	97	98	99	nt	20	101	100	7	1	97	nt
Cc1cc(N2CCOCC2)nc2ccc(NC(=O)C3CCC(C)CC3)cc12 (configuration not stated)	98	100	100	32	-2	101	103	-16	-1	97	nt
CC/C(=C\c1oc2cc3ccccc3cc2[n+]1CC)Nc1ccccc1	98	98	98	4	29	101	97	-32	1	97	0
O=S(=O)(Nc1cccc(-c2cn3ccsc3n2)c1)c1ccc(F)cc1	?	?	?	4	0	?	?	98*	-2	?	nt

Later entries:
SMILES	Rab2A wt mod	HRas wt GTP bind	Rab7 wt GTP bind	Avidin fluor	Mcl1 Noxa PPI	Rac1 wt GTP bind	Cdc42 wt	Mcl1 Bid PPI	Bim-Mcl-1	Rac1 mut GTP	Pf gametocyte
COc1cc(C(C)=O)ccc1COc1ccc(C(=O)OC(C)C(=O)NC(N)=O)cc1OC (configuration not stated)	102	101	103	5	1	106	102	-25	-2	100	13
Cc1ccc2c(n1)sc1c(-c3ccc(Br)cc3)c(C#N)c(N)nc12	98	97	93	11	-11	106	99	46	2	98	11
O=C(NCC12CC3CC(CC(C3)C1)C2)c1nc2ncccn2n1	104	102	102	16	16	107	103	-32	-4	102	-8
CCCCOc1ccc(C(C)NC(=O)CCS(=O)(=O)Cc2ccccc2F)cc1 (configuration not stated)	100	101	101	17	-8	105	102	-8	-2	99	19
CCc1c(C)sc(NC(=S)NC(C)C2CCCO2)c1C(=O)OC (configuration not stated)	103	102	108	10	-7	100	101	-14	-1	97	9
COc1ccc(N=Cc2c(O)n(-c3cccc(C)n3)c(=O)c3ccccc23)cc1	97	97	96	5	1	102	97	-2	0	99	-17
COCCNC(=O)Cn1c(=O)n(CCCCCC(=O)Nc2ccccc2)c(=O)c2sccc21	101	99	99	15	-8	103	99	-36	-3	100	nt
O=C(NCc1ccccc1)C1CCCN(S(=O)(=O)c2cccs2)C1 (configuration not stated)	90	93	91	8	-2	90	95	-3	-2	90	nt
COCCn1nnnc1C(c1cccs1)N1CCN(c2cc(C)ccc2C)CC1 (configuration not stated)	96	96	95	16	1	98	98	14	-2	96	nt
Cc1ccc(C)c(OCCCC(=O)Nc2nccs2)c1	96	97	96	10	8	93	96	2	-6	94	nt
COc1ccccc1C/C(N)=N/OC(=O)c1ccc2c(c1)OCO2	105	102	109	16	6	103	100	-20	0	96	19
CCOC(=O)N1CCN(C(=O)CS(=O)Cc2nc(-c3ccc(C)cc3)oc2C)CC1 (configuration not stated)	101	100	98	7	8	100	99	-18	2	100	nt
